# Assay outcomes deposited in PubChem by National Center for Advancing Translational Sciences (NCATS).
# rTrxR1 inhibitor = qHTS Assay for Inhibitors of Mammalian Selenoprotein Thioredoxin Reductase 1 (TrxR1): qHTS | Thioredoxin reductase 1, cytoplasmic (Rattus norvegicus), O89049 | 390,000 compounds, 1% hits | recombinant rTrxR1, NADPH fluorescence consumption, selenite substrate | Potency, µM (doses to about 114 µM), inactives show at the top dose activity change, negative = inhibition, usual class: inhibitors; further: potency means the concentration at half of the fitted maximal effect; on the % scale 0 is the no-effect control and ±100 the full control effect; nearly all actives have a fitted effect of over 65% in size
#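 Rat TrxR1 (90 nM in the dispensed reagent) was pre-reduced with 400 uM NADPH for 5 min at room temperature, then incubated with compound for 15 min. After 400 uM selenite was added, NADPH fluorescence (Ex 340/Em 450 nm) was followed for 8 min.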
# D2 antag = HTS Assay for Allosteric Antagonists of the Human D2 Dopamine Receptor: Primary Screen for Antagonists; HEK293 TREx D2 cells, calcium flux, dopamine EC80; inhibition, % at 10 µM; 340,000 compounds, 2% hits; in the data active means inhibition above about 30%; further: 0% is about no effect
#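 Overnight-induced (tetracycline, 30 C) HEK293 T-REx cells carrying force-coupled D2 receive a no-wash calcium dye, then compound, then EC80 dopamine at 180 s; signals are read kinetically throughout.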
# IDH1 R132H inh = qHTS for Inhibitors of mutant isocitrate dehydrogenase 1 (IDH1): qHTS; IDH1-R132H enzyme, NADPH consumption, diaphorase/resazurin fluorescence; 390,000 compounds, 0.093% hits; AID 602179, 2012; Potency, µM (top dose mostly 76.6 µM), for the others: top-dose activity change, negative = inhibition, usual class: inhibitors; further: potency means the concentration at half of the fitted maximal effect; on the % scale 0 is the no-effect control and ±100 the full control effect; nearly all actives have a fitted effect of over 65% in size
#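 IDH1-R132H (0.5 ug/mL) preincubated 30 min with compound, then NADPH (0.016 mM) and alpha-KG (2 mM) added; 80 min at RT, pH 7.5. Remaining NADPH coupled via diaphorase/resazurin to fluorescence (540/590 nm); concentration-response curves normalized to no-enzyme control.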
# TRHR enhancer = qHTS for Small Molecule Agonists and Allosteric Enhancers of Human TRH Receptor: Primary Screen for Enhancers. Thyrotropin-releasing hormone receptor (Homo sapiens), P34981. TRHR cells, fluo-8 calcium fluorescence, EC20 TRH enhancement. enhancement, % at 2 µM. 360,000 compounds, 0.66% hits; in the data active means enhancement above about 30%; further: 0% is about no effect
#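 Enhancer read-out: after compound pinning and an initial kinetic agonist-mode read, an EC20 of TRH (10 nM final) was injected and fluo-8 calcium signal (Ex 480/Em 530) followed at 1 s/cycle for 100 cycles in TRHR-expressing cells.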
# USP1 inh = Inhibitors of USP1/UAF1: Primary Screen | Ubiquitin carboxyl-terminal hydrolase 1 (Homo sapiens), O94782 | recombinant USP1/UAF1, Ub-Rhodamine cleavage fluorescence | Potency, µM (series often up to 57.1 µM), without a hit: at the highest dose activity change, negative = inhibition, hits mostly inhibitors | 390,000 compounds, 0.23% hits; further: potency means the concentration at half of the fitted maximal effect; on the % scale 0 is the no-effect control and ±100 the full control effect; nearly all actives have a fitted effect of over 60% in size; inactives centre near -12
# Target sequence (O94782 whole entry, looked up): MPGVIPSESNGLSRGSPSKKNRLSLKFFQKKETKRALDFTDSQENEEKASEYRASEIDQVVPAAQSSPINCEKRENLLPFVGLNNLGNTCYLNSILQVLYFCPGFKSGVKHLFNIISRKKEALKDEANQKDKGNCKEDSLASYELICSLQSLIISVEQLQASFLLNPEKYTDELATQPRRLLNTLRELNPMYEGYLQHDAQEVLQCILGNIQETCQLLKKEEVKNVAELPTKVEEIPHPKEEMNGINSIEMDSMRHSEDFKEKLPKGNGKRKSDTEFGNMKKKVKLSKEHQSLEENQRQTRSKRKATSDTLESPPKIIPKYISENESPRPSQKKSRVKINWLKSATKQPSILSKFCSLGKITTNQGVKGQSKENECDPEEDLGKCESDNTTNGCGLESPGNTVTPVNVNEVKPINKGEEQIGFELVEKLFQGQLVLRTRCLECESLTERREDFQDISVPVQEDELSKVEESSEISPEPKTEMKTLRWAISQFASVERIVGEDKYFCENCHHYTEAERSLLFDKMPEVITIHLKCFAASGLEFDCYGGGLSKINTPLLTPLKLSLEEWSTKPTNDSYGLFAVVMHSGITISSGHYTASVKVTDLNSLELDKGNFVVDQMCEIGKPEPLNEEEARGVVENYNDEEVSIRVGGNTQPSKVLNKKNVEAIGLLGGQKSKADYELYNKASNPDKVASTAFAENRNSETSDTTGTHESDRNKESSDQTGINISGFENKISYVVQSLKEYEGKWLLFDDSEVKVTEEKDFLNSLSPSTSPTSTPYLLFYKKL
#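 USP1/UAF1 complex at 1 nM was preincubated with compound for 15 min at room temperature, then Ub-Rho substrate (150nM final) was added. Fluorescence (480/540 nm) was read kinetically, 6 reads every 60 seconds.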
# TrxR1 substrate = qHTS Assay for Substrates of Mammalian Selenoprotein Thioredoxin Reductase 1 (TrxR1): qHTS; Potency, µM (top dose mostly 114 µM), without a hit: at the highest dose activity change, negative = substrate turnover; Thioredoxin reductase 1, cytoplasmic (Rattus norvegicus), O89049; purified TrxR1 substrate turnover, NADPH consumption readout; AID 588456, 2011; 390,000 compounds, 0.01% hits; further: potency means the concentration at half of the fitted maximal effect; on the % scale 0 is the no-effect control and ±100 the full control effect; nearly all actives have a fitted effect of over 50% in size
#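 Rat TrxR1, dispensed at 90 nM, was prereduced with 400 uM NADPH (final) for 5 min at ~22 deg C, then incubated with compound 15 min before 400 uM selenite. A first-read NADPH fluorescence drop versus no-compound background flagged substrates.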
# D2 agonist = HTS Assay for Allosteric Agonists of the Human D2 Dopamine Receptor: Primary Screen for Agonists. HEK293 T-REx D2 cells, calcium flux agonist mode. activation, % at 2 µM. 340,000 compounds, 0.53% hits. D(2) dopamine receptor (Homo sapiens), P14416;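 active means activation over 3 SD above normal in the single-dose calcium agonist read, cut at about 30% in these data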; further: 0% is about no effect
#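 Calcium-flux readout, 1 cycle/sec over 180 s following compound pin transfer, in inducible HEK293 Trex D2 cells (force-coupled); dopamine controls included. Positive calcium responses during this window marked compounds as potential agonists.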
# Pin1 inhibitor = qHTS Assay to Find Inhibitors of Pin1 | Peptidyl-prolyl cis-trans isomerase NIMA-interacting 1 (Homo sapiens), Q13526 | Pin1 FP peptide displacement, HiFluor488, 10 min | 390,000 compounds, 0.009% hits | Potency, µM (highest dose often 115 µM), for inactives: at the top dose activity, negative = inhibition, actives largely listed as inhibitors; active means well fitted inhibition curve with a large enough effect in the polarisation, with a control signal flat, not every such curve was filed as active; inconclusive means small, poorly fitted or top-dose-only effect, or effect the other way, or a change in a side signal; inactive means no such curve, though single readings can be large or run the other way; the % refers to the polarisation; further: potency means the concentration at half of the fitted maximal effect; on the % scale 0 is the no-effect control and ±100 the full control effect
# Target sequence (Q13526 whole entry, looked up): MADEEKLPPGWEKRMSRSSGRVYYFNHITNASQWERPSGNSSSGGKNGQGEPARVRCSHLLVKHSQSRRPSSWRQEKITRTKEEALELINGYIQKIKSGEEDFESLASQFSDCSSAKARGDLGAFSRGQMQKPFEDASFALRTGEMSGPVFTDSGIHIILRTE
# TRHR ag = qHTS for Small Molecule Agonists and Allosteric Enhancers of Human TRH Receptor: Primary Screen for Agonists; activation, % at 2 µM; TRHR cells, calcium flux fluo-8, FDSS agonist mode; AID 493084, 2011; 360,000 compounds, 0.18% hits; Thyrotropin-releasing hormone receptor (Homo sapiens), P34981; in the data active means activation above about 30%; further: 0% is about no effect
#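 TRHR-expressing cells loaded with fluo-8 calcium dye; 23 nL library compound pin-transferred, kinetic FDSS fluorescence (Ex 480/Em 530) recorded about 180 s for agonist-induced calcium release, before a 10 nM TRH EC20 addition for potentiator mode.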
# An asterisk follows results filed as active; ? = inconclusive; . = no result given; [ ] = remark or other dose. Unless noted, the call rests on the fitted dose curve; in most records, active means well fitted inhibition curve with a large enough effect; inconclusive means small, poorly fitted or top-dose-only effect; inactive means no such curve, though single readings can be large or run the other way. Not all compounds are listed; the hit share may differ from the screen's.
SMILES,rTrxR1 inhibitor,D2 antag,IDH1 R132H inh,TRHR enhancer,USP1 inh,TrxR1 substrate,D2 agonist,Pin1 inhibitor,TRHR ag
Cc1ccc(C(=O)OCC(=O)NCc2ccc3c(c2)OCO3)s1,10%[57.1 µM],17,1%,-3,-25%,13%[57.1 µM],-0.3,2%,-0.5
O=C(OCC(=O)N1CCCc2ccccc21)c1cncc(Br)c1,11%,10,11%,0,-22%,5%,-1.0,1%,-0.8
CCOc1ccc(NC(=O)N2CCC(n3c(=O)[nH]c4ccccc43)CC2)cc1,1%[57.1 µM],.,0%,1,-13%,1%[57.1 µM],.,-2%,-0.7
CCCS(=O)(=O)N1CCN(CC2CC3C=CC2C3)CC1 (stereo unspecified),14%[57.1 µM],-19,1%,-3,-3%,8%[57.1 µM],1.2,0%,0.1
O=C(O)CNC(=S)N(Cc1ccccc1)Cc1cccs1,-8%,-18,0%,2,-24%,-2%,0.4,-9%,1.6
c1ccc(CSc2n[nH]c(-c3ccco3)n2)cc1,-7%,7,0%,-6,-1%,-10%,-2.5,2%,-0.4
COc1ccc(-c2sccc2C(C)C(=O)O)cc1 (stereo unspecified),28%[57.1 µM],-3,-1%,2,3%,10%[57.1 µM],0.0,-1%,0.0
N#Cc1ccc(C23CC4(C2)[C@H](CN(Cc2ccc(-c5ccccc5)cc2)[C@@H]4c2ccccc2)C3c2ccc(C(F)(F)F)cc2)cc1 (stereo partly specified),0%,24,9%,0,?,0%,0.2,36%[activator],-0.1
CCN(CC)CCCNC(=O)c1ccc(S(=O)(=O)Nc2ccc(C)c(C)c2)cc1,13%,-5,4%,0,-5%,5%,-0.5,2%,0.3
CCC1S/C(=C(\C#N)C(=O)NCc2ccco2)N(c2ccc(F)cc2)C1=O (stereo unspecified),16%[57.1 µM],-5,7%,-5,-23%,-8%,0.4,?,0.9
CN(c1cccc(NC(=O)CN(c2ccc(Cl)c(Cl)c2)S(=O)(=O)c2ccccc2)c1)S(C)(=O)=O,9%,12,5%,5,-2%,-3%,2.0,0%,0.0
CC(=O)NCCc1ccc(S(=O)(=O)NC2OC(=O)c3ccccc32)cc1 (stereo unspecified),-1%,1,0%,-4,-9%,-5%,0.3,-5%,0.1
CCOc1ccc(-c2csc3ncnc(Nc4cccc(O)c4)c23)cc1,19%,.,-12%,3,?,-3%,-0.1,40%[activator],-0.1
CC(=O)OC(C(=O)n1nc(C)cc1C)c1ccccc1 (stereo unspecified),-12%,.,11%,3,7%,6%,.,-2%,-0.3
CCS(=O)(=O)N1Cc2ccccc2CC1C(=O)Nc1ccc(F)c(F)c1 (stereo unspecified),26%,1,-10%,-5,-23%,6%,-0.6,?,0.7
Cc1cc(N2CCOCC2)nc(SCc2c(Cl)cccc2Cl)n1,6%,8,12%,6,-19%,-4%,-3.7,48%[activator],-0.2
Cc1ccccc1NC(=S)Nn1cnnc1,-17%,-26,-7%,1,-3%,1%,0.4,4%,-0.5
O=c1c2c(-c3ccc(Cl)cc3)csc2ncn1/N=C/c1cccc([N+](=O)[O-])c1O,6%,-9,-1%,-1,-17%,-7%,-0.6,?,-0.8
Cn1nnnc1SCCNCc1ccccc1OCc1ccc(Cl)cc1Cl,10%,.,-13%,-12,4%,4%,-2.6,-1%,1.1
Cc1ccc2c(c1)N(C(=O)N1CCC(C(=O)NCCc3ccc(Cl)cc3)CC1)CC(C)O2 (stereo unspecified),9%,.,-7%,-6,-4%,-5%,-1.0,1%,-0.1
COc1ccc2c(c1)O[C@@H](c1cccc(C(F)(F)F)c1)[C@H](OC(=O)NCCc1ccc(OC)c(OC)c1)C2=O,.,-26,.,-1,.,.,0.0,.,0.6
CCOc1cc(NC(=O)c2ccccn2)c(OCC)cc1NC(=O)c1ccccc1,22%[57.1 µM],-12,5%,-9,-5%,2%[11.4 µM],0.4,4%,0.2
COCc1cc(=O)[nH]c(N2CCN(C(=O)c3ccco3)CC2)n1,16%,1,3%,2,-17%,11%,1.2,-15%,-0.4
COc1ccc(N2CCN(C3CCCN(C(=O)CCN4CCCCO4)C3)CC2)cc1 (stereo unspecified),10%,-2,23%,-2,-13%,8%,0.2,-5%,-0.1
CN(c1cccc(NC(=O)Cc2ccccc2)c1)S(C)(=O)=O,27%,6,4%,-4,-2%,5%,0.5,-12%,-0.2
CCc1cc(C(=O)N2CCN(c3ccccc3)CC2)no1,11%,.,0%,4,0%,-2%,-0.1,-8%,0.6
Cc1nccn1CCCNC(=O)CC1C(=O)NCCN1Cc1ccccc1C(F)(F)F (stereo unspecified),-5%,0,-9%,5,-16%,-1%,0.2,6%,0.5
CC(C(=O)Nc1ccccc1C#N)N1C(=O)NC2(CCCCCC2)C1=O (stereo unspecified),14%,-9,-4%,2,0%,-2%,0.9,-3%,-0.1
Cc1cc(SCC(=O)NC2CCCC2)nc2ccccc12,7%,-16,-1%,-14,-8%,6%,-0.7,-9%,-0.8
Cc1cc(C)c2ccc3c(C)c(C)nc3c2[nH]1,11%[57.1 µM],6,-4%,8,-13%,7%,0.0,-2%,-1.0

# Arranged by count of non-hydrogen atoms (lowest first): some entries from above.
SMILES,rTrxR1 inhibitor,D2 antag,IDH1 R132H inh,TRHR enhancer,USP1 inh,TrxR1 substrate,D2 agonist,Pin1 inhibitor,TRHR ag
Cc1cc(C)c2ccc3c(C)c(C)nc3c2[nH]1,11%[57.1 µM],6,-4%,8,-13%,7%,0.0,-2%,-1.0
O=c1c2c(-c3ccc(Cl)cc3)csc2ncn1/N=C/c1cccc([N+](=O)[O-])c1O,6%,-9,-1%,-1,-17%,-7%,-0.6,?,-0.8
Cc1ccc2c(c1)N(C(=O)N1CCC(C(=O)NCCc3ccc(Cl)cc3)CC1)CC(C)O2 (stereo unspecified),9%,.,-7%,-6,-4%,-5%,-1.0,1%,-0.1
COc1ccc2c(c1)O[C@@H](c1cccc(C(F)(F)F)c1)[C@H](OC(=O)NCCc1ccc(OC)c(OC)c1)C2=O,.,-26,.,-1,.,.,0.0,.,0.6

# Next section
SMILES,rTrxR1 inhibitor,D2 antag,IDH1 R132H inh,TRHR enhancer,USP1 inh,TrxR1 substrate,D2 agonist,Pin1 inhibitor,TRHR ag
O=C(NCC(=O)N(Cc1cccs1)C(C(=O)NC1CCCCC1)c1ccco1)c1cccs1 (stereo unspecified),23%[57.1 µM],-22,-1%,-8,-7%,14%[57.1 µM],-0.1,11%,-0.4
CC(NC(=O)COC(=O)c1nc(Cl)ccc1Cl)c1ccccc1 (stereo unspecified),-8%,.,1%,.,-2%,-16%,.,3%,.
Cc1ccccc1N(CC(=O)NC1CCCC1)C(=O)C1(C)CC(=O)N=C2C=CC=CN21 (stereo unspecified),8%,-17,5%,-1,-11%,403%[activator],2.3,2%,0.4
Cc1cc(SCC#N)nc2ccccc12,16%,5,5%,26,-17%,1%,0.1,-2%,-1.6
COC(=O)[C@@]1(Cc2ccccc2)[C@H]2C(=O)N(Cc3ccccc3)C(=O)[C@H]2[C@H]2CN=C(SCC(=O)c3ccccc3)N21,32%,.,-8%[38.3 µM],.,-30%,5%[2.29 µM],.,29%,.
CCCCn1c(SCC(=O)N2CCC(C(=O)OCC)CC2)nc2cc(S(N)(=O)=O)ccc21,13%,-23,3%,-1,-10%,6%,0.3,-1%,-0.5
COC(=O)CN1C(=O)[C@H]2[C@@H](c3ccc(C)o3)N3C(=O)CN(Cc4ccccc4)C(=O)[C@@]3(Cc3ccccc3)[C@H]2C1=O,-29%,1,4%,-2,-12%,-4%,0.2,?,0.1
Nn1cnnc1N/N=C/c1cc(Br)cc(Br)c1O,-11%,-8,13%,-5,-12%,-14%,3.3,26%,1.7
CC(NS(=O)(=O)c1ccc(Br)cc1)c1ccccc1 (stereo unspecified),-16%,-2,0%,1,-22%,-6%,0.2,2%,-0.2
O=S(=O)([N-]c1nc2ccccc2nc1-[n+]1ccc(Cc2ccccc2)cc1)c1ccc(Br)s1,-28%[57.1 µM],1,2%,-2,-1%,-3%[57.1 µM],0.6,?,0.1
Fc1cccc(NC(=S)Nc2cccc3ccccc23)c1,-10%,4,-16%,19,-24%,30%[activator],0.6,-1%,1.0
COc1cc(/C=C2\SC(=S)N(CC(=O)Nc3cccnc3)C2=O)cc(OC)c1OC,4%[57.1 µM],-13,-14%,-9,?,2%[57.1 µM],0.0,42%[activator],0.6
CCOC(=O)c1c(NC(=O)CC2SC(N)=NC2=O)sc(C)c1C (stereo unspecified),9%,-5,1%,-3,-6%,2%,0.3,-4%,-0.1
O=c1ccc(-c2ccc(S(=O)(=O)Nc3cccc(Br)c3)o2)n[nH]1,?,1,-9%,-2,-21%,0%,-0.2,1%,0.6
O=C(CSC1=NC(=O)C(c2ccccc2)C(=O)N1)Nc1cccc(Cl)c1 (stereo unspecified),-6%[57.1 µM],3,-1%,-1,-6%,6%[57.1 µM],-0.6,0%,0.3
Cc1nnc(SCc2ccc([N+](=O)[O-])cc2)[nH]c1=O,5%[57.1 µM],5,13%,-1,?,2%[57.1 µM],0.0,2%,1.2
CCCS(=O)(=O)N1CCCC(C(=O)NCc2ccc3c(c2)OCO3)C1 (stereo unspecified),3%,.,-1%,3,2%,-3%,.,-2%,0.5
